sdo1 growth: growth rescue of sdo1-depleted yeast, primary screen, S. cerevisiae, bone marrow failure model; 0.21% of 140,000 active; AID 817, 2007; z-score at 10 µM; S. cerevisiae sdo1-depleted JHY4D growth rescue, OD600 30 h; hits give high values; pdr5 snq2 efflux-pump mutant strain;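 active = z-score above 3 at both the 24 hr and the 30 hr optical density reads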;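 also: z-score against mean and SD of all compound wells on the same plate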
Insulin prom inh: inhibitors of insulin promoter-driven GFP, primary screen, imaging, TRM-6 cells (human fetal islet line), eGFP reporter, cell count; reporter expression induced with tamoxifen; inhibition, % at 2 µM; 0.9% of 130,000 active;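 active = inhibition above the mean plus 3 SD, with well images judged a real hit on visual review, cut at about 60% in these data, passing the limit was not always enough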
sdo1 growth Rescue 24 h: further read-out of sdo1 growth, marked with its call; z-score; S. cerevisiae sdo1-depleted JHY4D growth rescue, OD600; measured here: growth rescue at 24 h;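 0 is the plate mean of compound wells and units are plate SD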
* = called active by the depositor; . = not tested or not shown. Rows are unselected (roughly 0.99% active in at least one column).

No. | sdo1 growth Rescue 24 h | sdo1 growth | Insulin prom inh | smiles
1 | -1.76 | -1.26 | -17.2 | O=C(COC(=O)Cc1c[nH]c2ccccc12)Nc1cccc2ccccc12
2 | -0.03 | -0.36 | 54.2 | O=C(CCc1ccccc1O)N/N=C/c1ccc(Sc2cccc3cccnc23)o1
3 | -1.07 | -0.03 | 29.4 | CC(=O)Nc1sc(N/N=C\c2ccccc2F)nc1-c1cccs1
4 | . | . | 85.7* | c1csc(-c2cn3ccc4ccccc4c3n2)c1
5 | 0.05 | 0.1 | -21.4 | CCn1c(CNC(=O)COc2ccc(C(C)C)cc2)nnc1SCC(=O)Nc1ccc(F)cc1
6 | 0.65 | 0.97 | 3.7 | COc1ccccc1N1CCN(C2CCN(C(=O)COc3cccc(C)c3)CC2)CC1
7 | 0.2 | 0.26 | . | COc1ccccc1NC(=O)c1nnn(Cc2ccccc2)c1NC(C)=O
8 | -0.03 | 0.2 | 20.0 | Cc1ccc(SCCC(=O)N2CCOCC2)cc1
9 | 0.13 | -0.8 | -29.3 | Cc1ccccc1NC(=O)CSc1nc2cc3c(cc2cc1C)CCC3
10 | . | . | 7.1 | CCOc1ccc(OCC)c(S(=O)(=O)N2CCOCC2)c1
11 | -0.51 | 0.13 | 14.3 | N#CC1=C2Sc3ccccc3N2CCCC1=O
12 | 0.21 | 0.13 | 15.4 | O=C(NC1CCCCC1)C(c1ccc2ncccc2c1)N(Cc1ccc(F)cc1)C(=O)c1cccs1 (stereo not drawn)
13 | -0.84 | 0.42 | -456.2 | NC(=O)c1noc(C(=O)N(CC(=O)NC2CCCC2)Cc2ccc3c(c2)OCO3)c1N
14 | 1.18 | 0.85 | . | CCCCN(CC)CCCNC(=O)CC1Oc2ccccc2NC1=O (stereo not drawn)
15 | 0.25 | 0.21 | -2.3 | O=C1COc2ccc(C(=O)CSc3nnc(Cc4cccs4)n3-c3ccc(Cl)cc3)cc2N1
16 | -0.41 | -0.65 | -2.9 | COc1cc(/C=C(\C#N)c2nc3ccccc3[nH]2)c([N+](=O)[O-])cc1OCc1ccccc1
17 | . | . | 16.7 | NC(=O)C(=O)N/N=C/c1c(F)c(F)c(F)c(F)c1F
18 | 0.71 | 0.61 | 9.4 | COc1cccc(CNC(=O)CCS(=O)(=O)c2cccc3nonc23)c1
19 | -0.43 | 1.31 | 60.8 | O=C(NCc1ccccc1)C1CCC1
20 | 2.21 | 1.26 | 0.0 | O=C(c1ccccc1)c1ccc2nc(-c3ccc(NC(=O)c4ccccc4F)cc3)[nH]c2c1
21 | 0.17 | -0.07 | . | Fc1ccc(-c2n[nH]c(=S)n2CC2CCCO2)cc1 (stereo not drawn)
22 | -1.28 | -1.42 | 0.0 | COc1ccc(/C=N/Nc2nc3ccccc3c(=O)[nH]2)cc1
23 | 0.39 | 0.5 | -24.2 | CN(C)C(=O)CN(c1ccc(F)c(Cl)c1)S(C)(=O)=O
24 | 0.58 | 0.44 | -91.7 | O=C(c1ccc(S(=O)(=O)N2CCCCC2)cc1)N1CCN(c2ccccc2)CC1
25 | -0.7 | -0.52 | -2.8 | CCOc1ccc(-c2nc(CSCC(=O)NC3CCCc4ccccc43)c(C)o2)cc1 (stereo not drawn)
26 | -0.27 | -0.55 | -46.7 | CCOC(=O)c1c(NC(=O)C2C3C=CC(CC3)C2C(=O)O)sc(C)c1CC (stereo not drawn)
27 | . | . | 0.0 | C/C(=C\c1ccccc1)CN1CCC(C(=O)N2CCCC(C)C2)CC1 (stereo not drawn)
28 | . | . | 6.2 | CCOc1cc(/C=N/NC(=O)c2ccc(-c3csc(Nc4ccc(C)cc4)n3)cc2)ccc1OCC(=O)O
29 | -0.35 | -0.02 | -36.1 | COc1ccc(S(=O)(=O)N(CCCN2CCOCC2)Cc2cccc(OC)c2OC)cc1
30 | 0.81 | -0.92 | . | Fc1ccc2nc(Nc3nc4cc5c(cc4s3)OCO5)sc2c1

Grouped by structure, the entries above with a cyano group.
No. | sdo1 growth Rescue 24 h | sdo1 growth | Insulin prom inh | smiles
11 | -0.51 | 0.13 | 14.3 | N#CC1=C2Sc3ccccc3N2CCCC1=O
16 | -0.41 | -0.65 | -2.9 | COc1cc(/C=C(\C#N)c2nc3ccccc3[nH]2)c([N+](=O)[O-])cc1OCc1ccccc1

Further entries
No. | sdo1 growth Rescue 24 h | sdo1 growth | Insulin prom inh | smiles
31 | -0.08 | 0.25 | 11.4 | Cc1cc(C)nc(NC2=NCC(=O)N2c2ccc(F)c(Cl)c2)n1
32 | -0.34 | 0.5 | 14.7 | CCCOc1ccc(C(=O)NCC(c2ccco2)N(C)C)cc1 (stereo not drawn)
33 | 0 | -0.09 | -29.0 | CC(C)C(C)NC(=O)COc1ccc(-c2ccccc2)cc1 (stereo not drawn)
34 | . | . | -35.7 | CCN1CCN(c2ccc(NC(=O)c3cnccn3)cc2)CC1
35 | 0.13 | -0.92 | 6.5 | Cn1c(-c2ccc3c(c2)OCO3)cnc1NCc1ccccc1
36 | . | . | 20.0 | CCc1ccccc1NC(=S)N(CCCN(C)C)Cc1cc2cc3c(cc2[nH]c1=O)OCO3
37 | -0.79 | -0.14 | 23.8 | Cc1cnc(-c2nnc(N(C)C(=O)C3CCOC3)s2)cn1 (stereo not drawn)
38 | -0.03 | 0.46 | 8.3 | COc1ccc2cc(C(=O)NCCO)sc(=O)c2c1OC
39 | 0.62 | 0.41 | 9.1 | COc1ccccc1-c1nc(SCC(=O)O)n[nH]1
40 | -0.58 | -0.24 | 9.4 | COc1cc(NS(=O)(=O)c2ccc(N/C=C(\C=O)c3nc4ccccc4o3)cc2)nc(OC)n1
41 | . | . | 50.0 | Cc1cc(/C=C2/C(=N)N3C(=NC2=O)SN=C3S(C)(=O)=O)c(C)n1-c1ccccc1F
42 | -0.09 | -0.77 | 0.0 | NS(=O)(=O)c1ccc(NCc2cc(Cl)ccc2OCc2ccc(F)cc2)cc1
43 | -0.91 | -1.08 | . | CCNc1nc(CSc2ccccc2)nc2sc(C)c(C)c12
44 | -1.44 | -1.81 | . | Cn1cc(C(=O)c2ccc(Cl)cc2)cc1-c1nc2ccccc2n1C
45 | 2.22 | 1.43 | -45.7 | COc1ccc(C(OC(=O)c2ccco2)C(=O)NCc2ccc(C)cc2)cc1 (stereo not drawn)
46 | 0.48 | 0.37 | 0.0 | COc1ccc(-c2cc(C(=O)N/N=C/c3ccc4c(c3)OCO4)c3ccccc3n2)c(OC)c1
47 | 0.28 | 0.33 | 37.1 | Cc1nc2cc(NC(=O)N3c4ccccc4CC3C)ccc2n1C (stereo not drawn)
48 | -0.53 | -0.75 | 25.0 | CCOC(=O)C1=C(C)N(CCCC(=O)NCc2ccc3c(c2)OCO3)C(=O)NC1c1ccc(Br)cc1 (stereo not drawn)
49 | -0.98 | -1.08 | -17.4 | CCCNC(=O)c1ccc2nc(-c3ccccc3)c(-c3ccccc3)nc2c1
50 | 0.24 | 0.59 | . | CC1CN(c2cc(=O)n(-c3cccc(Br)c3)c(=O)[nH]2)CC(C)O1 (stereo not drawn)
51 | . | . | 58.8 | CCCCSc1nc(O)cc(=O)n1CC
52 | -1.01 | -1.89 | 11.1 | CCC(=O)N(Cc1ccco1)c1nc(-c2cc(OC)ccc2OC)cs1
53 | -1.81 | -2.26 | 30.8 | CC(c1ccccc1)N1CCn2c(nc3cc(NC(=O)c4cccs4)ccc32)C1 (stereo not drawn)
54 | -0.99 | -1.16 | 9.8 | O=C(c1ccccc1)c1cnc(Nc2ccccc2Cl)s1
55 | -0.11 | -0.12 | . | CCn1c(=O)cc(OCC(=O)Nc2cccc(C)n2)c2ccccc21
56 | 0.68 | 1.29 | . | CC1CCN(CC(=O)Nc2cccc([N+](=O)[O-])c2)CC1
57 | 0.58 | 0.31 | 6.8 | COC(=O)c1cc(C(=O)Nc2ccc(C)cn2)cc([N+](=O)[O-])c1
58 | -0.66 | -0.85 | 14.3 | C=CCOC(=O)C1=C(C)N=C2SCCC(=O)N2C1c1ccc(OC(=O)c2ccco2)cc1 (stereo not drawn)
59 | 0.53 | -0.48 | . | CCC(=O)c1ccc(OCC(O)CN2CC(C)OC(C)C2)cc1 (stereo not drawn)
60 | 0.31 | -1.03 | -13.3 | Cc1c(N2C(=O)c3ccc4c5c(ccc(c35)C2=O)CC4)c(=O)n(-c2ccccc2)n1C
61 | 1.66 | 1.41 | . | CCC(=O)c1ccc(OCC(O)CNC(C)c2ccccc2)cc1 (stereo not drawn)

Part of the list above in order of count of non-hydrogen atoms, largest number first.
No. | sdo1 growth Rescue 24 h | sdo1 growth | Insulin prom inh | smiles
48 | -0.53 | -0.75 | 25.0 | CCOC(=O)C1=C(C)N(CCCC(=O)NCc2ccc3c(c2)OCO3)C(=O)NC1c1ccc(Br)cc1 (stereo not drawn)
46 | 0.48 | 0.37 | 0.0 | COc1ccc(-c2cc(C(=O)N/N=C/c3ccc4c(c3)OCO4)c3ccccc3n2)c(OC)c1
36 | . | . | 20.0 | CCc1ccccc1NC(=S)N(CCCN(C)C)Cc1cc2cc3c(cc2[nH]c1=O)OCO3
58 | -0.66 | -0.85 | 14.3 | C=CCOC(=O)C1=C(C)N=C2SCCC(=O)N2C1c1ccc(OC(=O)c2ccco2)cc1 (stereo not drawn)
60 | 0.31 | -1.03 | -13.3 | Cc1c(N2C(=O)c3ccc4c5c(ccc(c35)C2=O)CC4)c(=O)n(-c2ccccc2)n1C
41 | . | . | 50.0 | Cc1cc(/C=C2/C(=N)N3C(=NC2=O)SN=C3S(C)(=O)=O)c(C)n1-c1ccccc1F
53 | -1.81 | -2.26 | 30.8 | CC(c1ccccc1)N1CCn2c(nc3cc(NC(=O)c4cccs4)ccc32)C1 (stereo not drawn)
45 | 2.22 | 1.43 | -45.7 | COc1ccc(C(OC(=O)c2ccco2)C(=O)NCc2ccc(C)cc2)cc1 (stereo not drawn)
52 | -1.01 | -1.89 | 11.1 | CCC(=O)N(Cc1ccco1)c1nc(-c2cc(OC)ccc2OC)cs1
55 | -0.11 | -0.12 | . | CCn1c(=O)cc(OCC(=O)Nc2cccc(C)n2)c2ccccc21
47 | 0.28 | 0.33 | 37.1 | Cc1nc2cc(NC(=O)N3c4ccccc4CC3C)ccc2n1C (stereo not drawn)
31 | -0.08 | 0.25 | 11.4 | Cc1cc(C)nc(NC2=NCC(=O)N2c2ccc(F)c(Cl)c2)n1
43 | -0.91 | -1.08 | . | CCNc1nc(CSc2ccccc2)nc2sc(C)c(C)c12
54 | -0.99 | -1.16 | 9.8 | O=C(c1ccccc1)c1cnc(Nc2ccccc2Cl)s1
56 | 0.68 | 1.29 | . | CC1CCN(CC(=O)Nc2cccc([N+](=O)[O-])c2)CC1
39 | 0.62 | 0.41 | 9.1 | COc1ccccc1-c1nc(SCC(=O)O)n[nH]1
51 | . | . | 58.8 | CCCCSc1nc(O)cc(=O)n1CC
